High-throughput results as filed in PubChem BioAssay.
proKLK7 act: activates the human kallikrein-7 zymogen | P49862 | hit rate 0.9% among 370,000 | purified proKLK7, EDANS-DABCYL substrate fluorescence; 100% is mature enzyme control, 0% vehicle | activation, % at 7 µM;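 active means activation above the mean of all tested compounds plus 3 SD, computed per campaign excluding outliers beyond control limits, cut at about 13% in these data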
ASAP1 GAP inh: inhibitors of human ASAP1 ArfGAP activity. Q9ULH1. ASAP1-stimulated ARF1 GTP hydrolysis, GDP FP detection. inhibition, % at 16.5 µM. hit rate 0.19% among 360,000; in the data active means inhibition above about 25%;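 further: 0% = vehicle with enzyme and substrate and 100% = no enzyme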
LEDGF integ inh: blocks HIV-1 LEDGF/p75-dependent DNA integration; inhibition, % at 3.7 µM; hit rate 0.64% among 370,000; TR-FRET IN-LEDGF/p75 DNA integration, Eu/Cy5; AID 743269;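 active means inhibition above the screen-wide mean plus 3 SD, cut at about 13% in these data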;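 further: signal is the Cy5 over europium emission ratio at 671 and 618 nm; 0% = plate median of compound wells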
PLC-gamma1 inh: inhibitors of human phospholipase C gamma1; hit rate 0.84% among 370,000; AID 720700; P19174; inhibition, % at 12.2 µM; purified PLC-gamma1, fluorogenic substrate, fluorescence; in the data active means inhibition above about 9.5%
DDE Tn7 FP inh: inhibitors of Tn7 peptide binding to human fibrin DD(E); P02675; FP displacement of FITC-Tn7 peptide from fibrin DD(E); 0% = median of compound wells per plate; inhibition, % at 8.3 µM; hit rate 0.13% among 370,000; AID 720508;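 active means inhibition above the mean of compounds falling within the control limits plus 3 SD of them, cut at about 14% in these data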;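 further: 0% = plate median of compound wells and 100% = 10 µM Aha-Tn7 peptide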
Target sequence (P02675 whole entry, looked up): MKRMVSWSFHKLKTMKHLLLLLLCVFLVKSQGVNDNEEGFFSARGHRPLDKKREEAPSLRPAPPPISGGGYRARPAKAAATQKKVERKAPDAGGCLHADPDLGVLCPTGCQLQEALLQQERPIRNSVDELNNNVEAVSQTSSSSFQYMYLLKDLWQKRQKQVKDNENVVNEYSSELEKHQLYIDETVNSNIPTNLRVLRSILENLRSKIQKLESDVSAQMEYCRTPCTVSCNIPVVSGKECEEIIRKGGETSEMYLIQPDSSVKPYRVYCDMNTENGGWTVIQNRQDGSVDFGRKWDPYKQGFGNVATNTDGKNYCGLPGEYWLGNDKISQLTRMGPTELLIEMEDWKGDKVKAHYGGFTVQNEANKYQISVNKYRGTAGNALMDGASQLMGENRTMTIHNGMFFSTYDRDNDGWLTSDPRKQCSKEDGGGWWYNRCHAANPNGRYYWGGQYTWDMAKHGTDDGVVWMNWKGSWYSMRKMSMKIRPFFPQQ
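Measure: % inhibition scaled between sample-field median and high-control FP; Test system: human fibrin DD(E); Quantity: 2 µM final DD(E) protein; Doses: one dose, 8.3 µM nominal; Schedule: compound with protein 10 min, then 3 h after probe, room temperature; Detection: fluorescence polarization; Medium: Tris buffer with calcium and detergent, pH 7.8.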
DDE Tn6 FP inh: inhibitors of Tn6 peptide binding to human fibrin DD(E) | inhibition, % at 8.3 µM | P02675 | hit rate 0.21% among 370,000 | Fibrin DD(E) TRITC-Tn6 fluorescence polarization displacement;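 active means inhibition above a per-campaign cutoff: mean of compounds within control limits plus 3 SD, cut at about 15% in these data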;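 further: 0% = median of all compound wells on the plate and 100% = blocking peptide control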
TDP2 inh: TDP2 (human) inhibition, absorbance primary screen. inhibition, % at 12.8 µM. hit rate 0.34% among 370,000. recombinant TDP2, T5PNP hydrolysis, p-nitrophenol absorbance 415 nm. O95551;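 active means inhibition above the mean of all tested compounds plus 3 SD, set per campaign, cut at about 25% in these data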;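 further: 0% = DMSO with enzyme and 100% = buffer with substrate but no TDP2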
Target sequence (O95551 whole entry, looked up): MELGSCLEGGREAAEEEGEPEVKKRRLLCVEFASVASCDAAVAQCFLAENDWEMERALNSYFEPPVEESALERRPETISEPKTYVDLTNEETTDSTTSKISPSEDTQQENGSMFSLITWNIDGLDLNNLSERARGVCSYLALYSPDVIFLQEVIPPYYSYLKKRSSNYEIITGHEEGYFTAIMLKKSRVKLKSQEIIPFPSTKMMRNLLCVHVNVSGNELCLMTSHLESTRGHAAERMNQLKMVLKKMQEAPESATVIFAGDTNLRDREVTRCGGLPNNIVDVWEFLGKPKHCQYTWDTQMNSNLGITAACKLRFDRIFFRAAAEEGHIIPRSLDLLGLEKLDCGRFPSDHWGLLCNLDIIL
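Incubation: 2 h at 37 °C; Test system: recombinant human TDP2; Quantity: enzyme 120 nM; Read-out basis: percent inhibition; Medium: 50 mM Tris-HCl pH 7.5 with Mg2+, KCl, DTT, BSA; Repeats: single replicate; Compound: 12.8 µM single point, 1% DMSO; Signal: epi absorbance; Reagent: 5 mM T5PNP chromogenic substrate; Benchmarks: no-enzyme high, DMSO-plus-enzyme low.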
ADAM17 inh: inhibits human ADAM17 | P78536 | hit rate 0.83% among 370,000 | recombinant ADAM17, EDANS/DABCYL FRET peptide cleavage | AID 720648 | inhibition, % at 6.95 µM;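 active means inhibition above the mean of compounds lying between control limits plus 3 SD, set per campaign, cut at about 8.5% in these data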;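 further: 0% = DMSO-only wells as the low control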
ADAM10 inh: inhibitors of human ADAM10; inhibition, % at 7 µM; recombinant ADAM10, EDANS/DABCYL FRET peptide cleavage, 3 h; AID 720582; O14672; hit rate 0.62% among 370,000;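 active means inhibition above a per-campaign cutoff equal to the mean of compounds falling between control-based bounds plus 3 SD, cut at about 20% in these data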;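 further: 0% = DMSO wells while the 100% control is not disclosed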
ARFGAP1 inh: rat ARFGAP1 inhibition. Q62848. Arfgap1-stimulated ARF1 GTP hydrolysis, GDP FP detection. inhibition, % at 16.5 µM. hit rate 0.26% among 360,000;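 active means inhibition above a per-plate limit, mean inhibition of low control wells plus 3 SD, cut at about 25% in these data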;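 further: 0% = DMSO wells with enzyme and 100% = wells lacking Arfgap1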
Target sequence (Q62848 1-136 limits assumed): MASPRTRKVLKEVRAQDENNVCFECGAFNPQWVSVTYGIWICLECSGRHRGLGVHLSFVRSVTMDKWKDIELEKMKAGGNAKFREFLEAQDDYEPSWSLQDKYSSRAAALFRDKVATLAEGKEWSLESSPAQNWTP
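Repeats: one replicate per compound; assay system: rat Arfgap1 catalytic domain, aa 1-136; times: enzyme reaction 120 min at 25 °C after 20 min preincubation; detection: FP of antibody-bound GDP Alexa 633 tracer, ex 620/em 688 nm; benchmarks: high control wells lacking Arfgap1, low control full reaction with DMSO; reagent: human ARF1(Δ1-17)-GTP substrate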
Starred values were filed as active, the others as inactive; i = inactive; x = no result given.

SMILES	proKLK7 act	ASAP1 GAP inh	LEDGF integ inh	PLC-gamma1 inh	DDE Tn7 FP inh	DDE Tn6 FP inh	TDP2 inh	ADAM17 inh	ADAM10 inh	ARFGAP1 inh
COc1ccc(N2C[C@H](C)[C@@H](CC(=O)Nc3ccccc3)C2=O)cc1	-0.6	1	-2	1	-4	0	-4	-2	-6	0
CCCC[C@@H]1C[C@H]1[C@@H](NC(=O)c1ccccc1)c1ccccc1C(F)(F)F	-0.2	-2	-1	2	5	1	-8	1	-7	-1
CCc1ccccc1NC(=S)N(CCc1ccncc1)C(C)C	0.1	-12	-6	-1	1	0	5	-6	-7	1
COc1ccc(S(=O)(=O)Nc2cc3c4c(c2)CCC(=O)N4CCC3)cc1	-0.4	4	2	-3	-1	3	17	1	-13	6
CN(C)c1nc(-c2cccnc2)nc(-c2ccc(Cl)cc2)c1C#N	-0.2	2	0	-4	3	-5	6	-7	-9	-7
O=C(C[n+]1cccc(NC(=O)c2ccccc2)c1)c1ccccc1	-0.7	-10	-1	-4	-4	4	-2	0	2	9
CCOC(=O)c1cc(-c2ccccc2C)nn1Cc1cc(C)no1	0.1	-21	0	2	-5	2	-7	5	9	-1
Cc1occc1C(=O)NNC(=S)NCC(C)C	-0.2	2	-5	0	0	-2	-1	-5	2	-7
CNC(=S)N/N=C(\C)c1ccccc1	0.0	-7	1	2	-2	4	-11	3	4	-8
Cc1ccccc1-c1nc(-c2cccnc2)no1	0.0	-9	4	0	3	1	2	-3	-11	9
CCOC(=O)c1ccc(NCCOC)c([N+](=O)[O-])c1	-0.2	-8	-3	0	-3	5	-6	-2	2	-10
Nc1nc(N2CCN(c3ccc(F)cc3)CC2)n[nH]1	0.2	11	-5	0	5	0	4	-1	-6	4
CCOC(=O)c1cc(CC)sc1NC(=O)c1cc([N+](=O)[O-])ccc1N1CCOCC1	0.0	-3	3	4	-2	3	2	-2	4	4
O=C(NCc1ccc(F)cc1)c1cnc2sccn2c1=O	-0.1	0	6	-2	-9	-13	1	-23	-108	-5
Cc1c(CN2CCC(n3nccc3NC(=O)c3cccc(F)c3)CC2)cnn1C	-0.3	-5	-3	-1	4	-7	-13	-4	-15	-3
CCCN(CCC)CCNS(=O)(=O)c1ccc2c(c1)oc(=O)n2C	-0.1	5	1	-2	6	0	1	-1	-6	5
CCOc1ccc(S(=O)(=O)Nc2ccc(C(=O)N(C)CC(=O)Nc3ccc(OC)cc3)cc2)cc1	-0.3	3	-3	4	-4	0	8	-3	-3	-3
CN(CC(=O)N1CCN(Cc2ccccc2)CC1)C(=O)Cc1ccc(Cl)c(Cl)c1	0.5	-16	0	0	2	2	2	-5	-13	-4
CCc1cc(C(=O)N2CCCC(CO)(Cc3ccc(F)cc3)C2)n(C)n1 (centres undefined)	-0.6	-10	3	1	2	-1	20	2	-1	-11
Cc1c(Cl)cccc1NC(=S)N(Cc1cccnc1)Cc1ccccc1Cl	0.4	-5	-3	-2	2	3	6	2	11	-1

Of the compounds above, three have four or more nitrogen atoms:
SMILES	proKLK7 act	ASAP1 GAP inh	LEDGF integ inh	PLC-gamma1 inh	DDE Tn7 FP inh	DDE Tn6 FP inh	TDP2 inh	ADAM17 inh	ADAM10 inh	ARFGAP1 inh
CN(C)c1nc(-c2cccnc2)nc(-c2ccc(Cl)cc2)c1C#N	-0.2	2	0	-4	3	-5	6	-7	-9	-7
Nc1nc(N2CCN(c3ccc(F)cc3)CC2)n[nH]1	0.2	11	-5	0	5	0	4	-1	-6	4
Cc1c(CN2CCC(n3nccc3NC(=O)c3cccc(F)c3)CC2)cnn1C	-0.3	-5	-3	-1	4	-7	-13	-4	-15	-3

Continuation:
SMILES	proKLK7 act	ASAP1 GAP inh	LEDGF integ inh	PLC-gamma1 inh	DDE Tn7 FP inh	DDE Tn6 FP inh	TDP2 inh	ADAM17 inh	ADAM10 inh	ARFGAP1 inh
C[C@@H](NC(=O)[C@@H]1Cc2ccccc2CN1)C(=O)Nc1ccc2c(c1)OCO2	-0.8	2	-2	-65	6	-2	-2	-2	-14	2
O=C(Nc1ccccc1)N1C2CCC1CC(O)(c1cccnc1)C2 (centres undefined)	-0.2	-15	-1	-3	0	8	8	-5	-6	9
COC1CCN(C(=O)c2cc(COc3ccc(-n4cncn4)cc3)on2)CC1	0.3	8	-1	0	3	12	-10	1	-1	-2
O=C(NC1CCC(O)CC1)c1ccc(-c2ccc(Cl)cc2)o1 (centres undefined)	0.9	-9	-1	-1	-3	0	6	-18	-53	-7
CCc1ccc(-c2cc(C(=O)Nc3ccc(S(=O)(=O)NC(C)=O)cc3)c3ccccc3n2)cc1	-0.5	0	5	-2	6	-6	1	-10	-15	5
CCCn1c(SC(C)C(=O)NC2CC2)nnc1-c1ccncc1 (centres undefined)	-0.8	-5	1	2	1	-4	-3	-1	1	-5
CN1CCN(C(=S)c2cn(CCOc3ccccc3F)c3ccccc23)CC1	-0.1	-5	3	-1	7	6	12	-3	1	12
CN1CCC(NC(=S)Nc2cccc([N+](=O)[O-])c2)CC1	0.6	1	-1	3	-4	-2	-2	0	2	-11
Fc1ccccc1C1c2cccn2CCN1C(=S)Nc1cccc(Br)c1 (centres undefined)	9.8	-9	7	2	-8	8	14	3	5	1
CCN1C(=O)[C@H]2[C@@H](c3ccc(-c4ccc(Cl)c(Cl)c4)cc3)N[C@@](Cc3ccccc3)(C(=O)OC)[C@H]2C1=O	0.4	-4	-3	1	1	3	-6	-2	-1	-12
COC(=O)[C@]12C[C@H](CC(=O)NCc3ccccc3)C(=O)N(Cc3ccc4c(c3)OCO4)C1=C[C@H](C(C)(C)C)O[C@@H]2C	0.7	14	3	0	0	-6	-7	6	14	3
NCc1ccccc1COc1ccccc1	0.2	-5	0	3	-1	4	4	2	1	3
COc1ccc(-c2nn3c(-c4ccc(F)cc4)nnc3s2)cc1	-0.6	1	0	5	0	-4	-2	-1	-3	8
Cc1sc(N)nc1-c1ccc2c(c1)OCCO2	-0.4	5	5	0	0	0	0	0	-3	-11
COc1ccc(N(CC(=O)NCCC2=CCCCC2)S(C)(=O)=O)cc1	0.5	10	-6	-1	2	-6	9	-5	2	-12
CC1(C)C2([N+](=O)[O-])CN(CCO)CC1([N+](=O)[O-])CN(CCO)C2	0.2	13	0	0	-6	-11	5	-5	1	0
COc1ccc2c(c1)C(CC(=O)NN)CCC2 (centres undefined)	-0.5	2	-6	1	3	-9	-5	-2	2	3
Cc1c(Cl)cccc1NC(=O)Nc1cnccn1	0.1	-4	-1	1	4	-9	-9	1	-11	10
Cc1ccc(OCCNC(=O)CNC(=O)c2ccc3c(c2)OCO3)cc1	0.2	1	1	-3	0	3	3	0	-4	4
CCOc1ccc(NC(=O)CCNS(=O)(=O)c2ccc3c(c2)oc(=O)n3C)cc1	0.4	23	-1	5	0	-8	1	0	0	-5
CCCCN1C(=O)C(CC(=O)NCCCN(C)C)CC(C(=O)N(C)C)=C1C (centres undefined)	-0.8	6	0	-6	3	-1	3	-7	-17	-5
CCOC(=O)C1CCCc2c1[nH]c1c(C(N)=O)cccc21 (centres undefined)	-0.1	7	0	-17	-1	2	11	-5	-15	1
Cc1nc(SCC(=O)Nc2ccc(CN3CCCC3)cc2)c2c(C)c(C)sc2n1	0.7	-14	3	3	1	2	-12	1	9	-11
Cc1cccc(C)c1Nc1nnc(SC(C)C(=O)Nc2c(C)n(C)n(-c3ccccc3)c2=O)s1 (centres undefined)	0.1	0	-6	-7	-2	6	-1	5	-5	9
CC(C)CC(C(=O)OCC(=O)c1c(N)n(C)c(=O)n(C)c1=O)N1C(=O)C2CC=CCC2C1=O (centres undefined)	0.7	-8	-3	1	-4	-8	2	-2	-5	3
COc1nc(N2CCOCC2)nc(-n2cccc2)n1	-0.3	10	-1	9	6	0	-5	-2	-10	4
CCn1c(SCC(=O)Nc2cc(C)on2)nc2c(c1=O)SC(C)C2 (centres undefined)	0.8	-15	-4	3	-1	1	-7	-1	6	-7
O=C1N/C(=N/NC(=O)c2cccc3ccccc23)S/C1=C\c1ccccc1OCc1ccccc1	-0.8	-10	1	-32	4	-5	-6	-3	-4	-20
CN1CCN(c2cccc3c2S(=O)(=O)N[C@H](Cc2ccccc2)CO3)CC1	-0.4	2	3	7	-1	4	-17	5	1	3
Clc1cccc(NC2=NCCC2)c1	-0.3	7	-6	5	2	4	4	1	9	-4
O=C(NCc1ccc(Cl)cc1)C1CCN(C(=O)c2ccc(Cl)cc2)CC1	-0.2	0	-6	1	4	4	1	5	-16	1
Cc1nn(C)cc1C(C(=O)NC1CCCCC1)N(Cc1ccccc1Cl)C(=O)c1cnccn1 (centres undefined)	-0.2	16	6	1	-1	4	5	0	2	-2
O=C(NC1CCCCN(Cc2cccc(C(F)(F)F)c2)C1=O)c1ccc(Cl)cc1 (centres undefined)	0.2	x	-2	-3	3	2	9	3	3	x
C[C@@H]1CN([C@H](C)CO)C(=O)c2cc(NC(=O)Nc3ccccc3)ccc2O[C@@H](C)CCCCO[C@H]1CN(C)S(C)(=O)=O	-0.2	4	1	1	-5	-10	2	-2	-1	1
CC1CC(C)CN(C(=O)COC(=O)c2nn(C)c(=O)c3ccccc23)C1 (centres undefined)	0.2	-14	0	4	3	-8	1	-1	2	-6
O=C(OCC(=O)N1CCN(C(=O)COC(=O)c2ccccc2NCCO)CC1)c1ccccc1NCCO	57*	5	-4	i	2	-3	-3	i	i	-2
CCC(CC)NC(=O)CSc1ccc(S(=O)(=O)N2CCOCC2)cn1	0.6	1	2	0	-5	0	-1	-5	-1	2
COCCn1c(COc2ccc(OC)cc2)nc2ccccc21	0.0	6	0	-2	3	-3	8	-4	-6	-15
Nc1c(C(=O)CSc2nnnn2-c2ccc(O)cc2)c(=O)[nH]c(=O)n1C1CC1	-0.1	-3	2	-1	3	-7	5	-1	-3	10
COc1ccc(/C(C)=N/Nc2nc3ccccc3nc2C)cc1	0.3	8	1	-3	8	-3	12	-10	-25	6
Cc1ccc(C(c2nnnn2C2CCCCC2)N2CCc3ccccc32)cc1 (centres undefined)	-0.1	-4	-5	7	12	6	-11	1	11	-5
O=C1CCCN2N=C(SCC(=O)Nc3ccc(Br)cc3)SC2=N1	0.2	-2	1	0	2	-4	6	0	-3	7
